HIV RNase H inh = HIV-1 RT RNase H inhibitors, primary screen, biochemical, fluorescence. RT-RNase H RNA/DNA duplex cleavage. inhibition, % at 10 µM. 65,000 tested, 1.9% active. AID 565, 2006; in the data active = inhibition above about 50%
RmlC RmlD mix = RmlC and RmlD coupled enzyme inhibitors, primary screen, biochemical, 384-well, compound mixtures, retest | RmlC/RmlD coupled enzyme inhibition, 384-well mixture HTS | inhibition, % at 5.5 µM | 110,000 tested, 0.39% active | AID 1532, 2009; in the data active = inhibition above about 30%, passing the limit was not always enough; also: strong numbers were not always called active
The depositor's hits bear a star; . = no result given.

SMILES | HIV RNase H inh | RmlC RmlD mix
Cc1cccc(NC(=O)C2CCCN2S(=O)(=O)c2ccc(F)cc2)c1C (stereo unspecified) | -5.0 | 0.0
O=C(Nc1ccc(N2CCN(C(=O)c3ccco3)CC2)cc1)c1ccc2c(c1)OCO2 | 13.5 | 6.3
CCN(CCCNC(=O)c1cn(CC)c2ccc(S(=O)(=O)N(C)C)cc2c1=O)c1cccc(C)c1 | -2.0 | -10.6
CC1(C)CC(NC(=O)C23CCC(C)(C(=O)C2)C3(C)C)CC(C)(C)N1 (stereo unspecified) | 1.9 | 0.9
O=C(O/N=C1\CCCc2ccccc21)c1cccc(Cl)c1 | . | -8.1
O=C(NCCCN1CCN(c2cccc(Cl)c2)CC1)C1(S(=O)(=O)c2ccc(Cl)cc2)CC1 | . | 5.4
Cc1oc2ccc(O)cc2c1C(=O)c1ccc(Cl)cc1 | . | -8.9
Clc1ccc(OCc2nn3c(C4CCCCC4)nnc3s2)c(Cl)c1 | -7.3 | 11.7
O=C(c1ccccn1)c1ncc(C(F)(F)F)cc1Cl | . | 14.7
COc1cc(CC(=O)Nc2ncc(C)s2)cc(OC)c1OC | -8.0 | 0.2

Reprinted from the part before: three compounds, then new ones.
SMILES | HIV RNase H inh | RmlC RmlD mix
Clc1ccc(OCc2nn3c(C4CCCCC4)nnc3s2)c(Cl)c1 | -7.3 | 11.7
O=C(c1ccccn1)c1ncc(C(F)(F)F)cc1Cl | . | 14.7
COc1cc(CC(=O)Nc2ncc(C)s2)cc(OC)c1OC | -8.0 | 0.2
Fc1ccc(N2CCN(C(c3cccs3)c3nnnn3CCc3ccccc3)CC2)cc1 (stereo unspecified) | 12.4 | -28.3
O=C1CSC2=NCN(c3ccccc3)CN12 | . | 1.7
Cn1c(=O)n(C)c2cc(C(=O)Nc3ccc4c(c3)OCO4)ccc21 | -7.2 | 6.6
Nc1ccc(C#Cc2ccccc2)cc1 | . | 0.2
N=c1sccn1CC(=O)N1CCc2ccccc21 | . | -13.8
COCCn1nnnc1C(c1ccccc1)N1CCN(c2ccccc2)CC1 (stereo unspecified) | . | 7.9
COc1ccc(C(=O)Nc2ccc3oc(-c4cccc(Cl)c4)cc(=O)c3c2O)cc1 | . | -7.9
Cn1c(SCC(=O)N2CCN(c3ccccc3)CC2)nnc1-c1cc2ccccc2o1 | 1.5 | 8.8
O=C(Cc1ccc(-n2c(=O)[nH]c3ccccc3c2=O)cc1)N1CCN(c2ccccc2)CC1 | -2.4 | 17.9
O=C(Nc1ccc(N2CCOCC2)cc1)NC1CCCCC1 | 10.2 | -6.3
COc1cc(-c2nnc(Cn3cc(C(F)(F)F)ccc3=O)o2)cc(OC)c1OC | 6.7 | 13.9
Cc1ccc(Cl)cc1NC(=O)c1ccc(CSc2nnnn2C)cc1 | . | -19.2
O=C(O)C1C2C=CC3(CN(CC(O)COc4ccccc4)C(=O)C13)O2 (stereo unspecified) | -3.8 | 10.7
CN(C(=O)c1cccnc1)c1nnc(-c2cccnc2)s1 | 65.8* | 3.0
Cn1c(Cn2c(=O)sc3ccccc32)nnc1SCc1ccccc1 | -39.0 | 8.0
Clc1nnc(N/N=C/c2ccccc2)c2ccccc12 | . | 6.6
CCn1c(CSc2ncccn2)nnc1SCC(=O)N1CCc2ccccc21 | -11.3 | .
Cc1noc(NS(=O)(=O)c2ccc(N3C(=O)c4ccccc4C3=O)cc2)c1C | 4.6 | 2.9
O=C(CCCn1c(SCC(=O)NC2CCCC2)nc2ccccc2c1=O)NCC1CCCO1 (stereo unspecified) | -15.5 | .
CN(C)C(=O)c1nnc(Cc2ccc(Cl)cc2)o1 | -3.1 | .

Whole records, looked up by structure:
O=C(CCCn1c(SCC(=O)NC2CCCC2)nc2ccccc2c1=O)NCC1CCCO1 (stereo unspecified) as listed: HIV RNase H inh: -15.5; RmlC RmlD mix: .
COc1ccc(C(=O)Nc2ccc3oc(-c4cccc(Cl)c4)cc(=O)c3c2O)cc1 as listed: HIV RNase H inh: .; RmlC RmlD mix: -7.9
CC1(C)CC(NC(=O)C23CCC(C)(C(=O)C2)C3(C)C)CC(C)(C)N1 (stereo unspecified) as listed: HIV RNase H inh: 1.9; RmlC RmlD mix: 0.9

Copied from the entries so far for reference:
SMILES | HIV RNase H inh | RmlC RmlD mix
Cc1ccc(Cl)cc1NC(=O)c1ccc(CSc2nnnn2C)cc1 | . | -19.2
O=C(O)C1C2C=CC3(CN(CC(O)COc4ccccc4)C(=O)C13)O2 (stereo unspecified) | -3.8 | 10.7
CN(C(=O)c1cccnc1)c1nnc(-c2cccnc2)s1 | 65.8* | 3.0
Cn1c(Cn2c(=O)sc3ccccc32)nnc1SCc1ccccc1 | -39.0 | 8.0
Clc1nnc(N/N=C/c2ccccc2)c2ccccc12 | . | 6.6
CCn1c(CSc2ncccn2)nnc1SCC(=O)N1CCc2ccccc21 | -11.3 | .
Cc1noc(NS(=O)(=O)c2ccc(N3C(=O)c4ccccc4C3=O)cc2)c1C | 4.6 | 2.9

Continuation.
SMILES | HIV RNase H inh | RmlC RmlD mix
Cc1ccc(Nc2nc3ccccc3nc2-n2nc(C)cc2C)cc1 | . | -6.6
Cc1csc(-c2cnn(-c3ccccc3)c2NC(=O)c2ccc(C(F)(F)F)cc2)n1 | . | -15.7
NCCNC(=O)c1ncsc1-c1cccc(F)c1 | . | -9.6
O=C(NCc1ccco1)c1cc(-c2ccccn2)nc2ccccc12 | 3.5 | -5.1
COc1ccc(N(C(=O)c2ccco2)S(=O)(=O)c2cccs2)cc1 | -38.1 | -6.4
COC(=O)c1c(-c2ccc(F)cc2)noc1N | -11.2 | -12.2
CCOC(=O)C1(N(CC)CC)Sc2cc(C)ccc2NC1=O (stereo unspecified) | 0.7 | .
COC(=O)C1CCN(c2c([N+](=O)[O-])cc(C(F)(F)F)cc2[N+](=O)[O-])CC1 | . | 13.0
CCN(CC)C(=O)c1[nH]cnc1C(=O)Nc1ccc(OC)cc1 | . | 3.6
Cc1cccc(OCCN2CSC(=S)N(C)C2)c1 | -13.4 | -9.8
Cc1[nH]c2ccccc2c1C(=O)CSCC(=O)O | -0.1 | 13.9
CCCCNC(=O)Nc1ccccc1C(=O)NCCC | . | -17.2
Nc1ncnc2c1ncn2CCN1CCOCC1 | -12.9 | -14.6
Cc1ccc(NC(=O)CNS(=O)(=O)c2cccs2)cc1F | 1.4 | .
COCCNC(=O)c1ccc2c(=O)n(Cc3ccco3)c(SCC(=O)NC3CCCC3)nc2c1 | . | 0.8
CCOC(=O)Cn1c(=O)n(Cc2ccco2)c(=O)c2ccc(C(=O)NCCc3ccccc3)cc21 | -17.8 | -6.4
COc1ncnc2c1oc1nc(CC(C)C)c3c(c12)CC(C)(C)OC3 | . | -16.1
Cn1c(-c2ccc3nc(N)sc3c2)nc2cc(N)ccc21 | -6.2 | 32.6
CCSc1nnc(-c2cccnc2)n1-c1ccc(C)c(Cl)c1 | . | -8.2
C=CCN1C(=O)/C(=N/n2cnnc2)c2ccccc21 | 2.3 | -12.7
CCn1nnnc1SCC(=O)Nc1nc(C)c(C)s1 | . | -9.3
NC(=O)NCc1ccc(C(=O)OCc2ccncc2)cc1 | . | -8.0
NC1=NC(=O)/C(=C/c2cccs2)S1 | . | -7.2
O=C(NCc1ccccc1)NC1(C(=O)N2CCN3CCCC3C2)CCCCC1 (stereo unspecified) | . | 6.8
Cc1ccc(S(=O)(=O)N2CCOCC2)cc1C(=O)N1CCOCC1 | 4.3 | -3.5
c1ccc(Nc2nc3ccccc3[nH]2)nc1 | 79.5* | -9.3
CCc1ccc(NC(=O)c2cnc3n(c2=O)CCS3)cc1 | 0.8 | -61.1
Cn1cccc1Cc1nnc(SCC(=O)Nc2ccc(F)cc2F)n1-c1ccc(F)cc1 | -18.7 | -12.3
C/C(Cn1nc([N+](=O)[O-])cc1C)=N\NC(=O)c1cccc(Br)c1 | . | 8.1
CCOC(=O)C(C)Oc1cccc2c(=O)n(CC(=O)Nc3cccc(OC)c3)ccc12 (stereo unspecified) | . | -12.3
CC(C)C(=O)Nc1ccc2c(c1)nc1n2CCSC1 | -0.7 | -10.5
N/C(CC(=O)NCCOc1ccccc1)=N\O | 0.7 | 1.9
C/C(=N\OC(=O)NC(C)C)c1sc(-c2ccccc2)nc1C | . | -4.7
CCOc1cc(C(=O)Nc2ccc3c(c2)OCO3)ccc1OCCOc1ccccc1Cl | . | 4.3
O=C(Nc1cccnc1N1CCOCC1)c1cc2ccccc2oc1=O | -26.4 | .
CN1C(=O)N(C)C2C1N(C)S(=O)(=O)N2C (stereo unspecified) | -0.2 | -9.9
COc1cccc(-c2cc(C(=O)NCc3ccc(Cl)cc3)no2)c1 | 0.7 | 6.7
COc1ccc(CN(C(=O)c2ccco2)c2ccc(Br)cc2)cc1OC | -8.4 | -34.9
Cc1ccc(OC(=O)N2CCOCC2)cc1 | . | 5.7
CCOc1ccccc1C1CC(c2ccc(Br)cc2)Nc2nc(N)nn21 (stereo unspecified) | -5.1 | -2.2
CCOC(=O)CN(C(=O)CNC(=O)c1ccco1)C(C(=O)NC1CCCC1)c1ccccc1OCC (stereo unspecified) | -20.4 | 5.6
CCOC(=O)CSc1nc2cc(C(=O)N3CCCC3)ccc2c(=O)n1Cc1ccccc1 | . | -12.5
Cc1ccc(CN2C(=O)CCC2C(=O)NC(C)C)cc1 (stereo unspecified) | -2.7 | 6.4
CCOCCCN1CC(C(=O)NCCc2ccc(C)cc2)CC1=O (stereo unspecified) | -24.4 | 2.5
COc1cccc(N2C(=O)CC(Nc3ccc(N4CCOCC4)cc3)C2=O)c1 (stereo unspecified) | 2.5 | -3.7
O=C(CCn1cnc2ccccc2c1=O)Nc1cccc(Cl)c1 | -15.9 | 7.5
CCOC(=O)c1c(NC(=O)CSc2nnc(-c3c[nH]c4ccccc34)n2CCOC)sc2c1CCCCC2 | . | -9.8
Cc1ccc2c(c1)sc1nc(=O)n(-c3ccc(Cl)cc3)c(=O)n12 | . | -50.3
Cc1cc(Nc2ccc(Cl)cc2)nc(N)n1 | . | 5.1
O=C(NCc1ccc(F)cc1)C1CCN(S(=O)(=O)N2CCCCC2)CC1 | 6.8 | 8.9

Next section
SMILES | HIV RNase H inh | RmlC RmlD mix
CCOC(=O)N1CCC(n2c(SCC(=O)Nc3nccs3)nc3ccsc3c2=O)CC1 | -6.8 | -4.8
CC(C)(C)C(=O)/C=c1\[nH]c(=O)/c(=C\c2ccc(F)cc2)s1 | . | -7.2
CCc1nn(C)c(-c2n[nH]c(=S)n2N)c1Cl | . | -7.1
O=C(CSc1nnc(CNC(=O)c2cccs2)o1)NCc1ccc(F)cc1 | 0.9 | -9.1
CCOC(=O)C1=C(O)CSC1=Nc1ccc(Cl)cc1 | -15.9 | 6.7
COc1ccc([N+](=O)[O-])cc1NC(=S)Nc1ccccc1 | . | -5.4
CCCn1c(SCC(=O)NCc2ccccc2)nnc1-c1ccncc1 | . | 5.2
NC(N)=NCCC[C@H](NC(=O)OCc1ccccc1)C(=O)O | . | -1.5
CC(C)CC(C(=O)O)C(C)CC(=O)Nc1ccn(-c2ccccc2)n1 (stereo unspecified) | 3.4 | .
c1n[nH]c(SCCCCSc2ncn[nH]2)n1 | -0.4 | -11.4
O=C(Oc1c(Cl)cc(Cl)c2cccnc12)N1CCCCC1 | 4.8 | -32.4
Cc1cccc(C(OC(=O)c2ccco2)C(=O)NCc2ccccc2)n1 (stereo unspecified) | -8.1 | 7.5
CCCCOc1ccc(/C(N)=N/O)cc1 | 0.4 | -1.4
CCN1CCN(CCC(=O)Nc2ccc3c(c2)OCO3)CC1 | . | 8.9
Cc1ccccc1C1CC(c2ccc(F)cc2)Nc2nc(N)nn21 (stereo unspecified) | -6.4 | -14.6
CC(C)(C)N(Cc1cc2ccccc2[nH]c1=O)C(=O)c1cccnc1 | -3.5 | -7.6
CCOC(=O)C1CCCN(C(=O)CN2C(=O)COc3ccc(C(C)(C)C)cc32)C1 (stereo unspecified) | -0.6 | .
CCOC(=O)c1c(C)n(C)c2ccc(OCC(O)CN3C(=O)c4ccccc4S3(=O)=O)cc12 (stereo unspecified) | -7.9 | 6.2
COC(=O)Cn1cnc2c(nnn2-c2ccc(C)cc2)c1=O | -6.5 | -17.2
CC(=O)N1CCC2(CC1)C(C#N)=C(N)Oc1n[nH]c(C(F)(F)F)c12 | 9.7 | 8.7
O=C(CSc1nc2ccccc2c(=O)n1Cc1ccco1)NCc1ccccc1 | -2.3 | .
CC1CN(S(=O)(=O)c2ccccc2)C(C)CN1S(=O)(=O)c1ccccc1 (stereo unspecified) | . | -22.1

Random excerpt: 2 entries already listed, in no set order.
SMILES | HIV RNase H inh | RmlC RmlD mix
CC1CN(S(=O)(=O)c2ccccc2)C(C)CN1S(=O)(=O)c1ccccc1 (stereo unspecified) | . | -22.1
CC(C)(C)N(Cc1cc2ccccc2[nH]c1=O)C(=O)c1cccnc1 | -3.5 | -7.6

Source: PubChem

An excerpt (hit frequency here may not be typical).
